Bioassay records deposited in PubChem by National Center for Advancing Translational Sciences (NCATS).
12-LOX inh: inhibitors of human 12S-lipoxygenase ALOX12 | Potency, µM (top dose mostly 108 µM), inactives show top-dose activity change, negative = inhibition, actives largely listed as inhibitors | hit rate 1.1% among 580,000 | P18054 | purified 12hLO, xylenol orange hydroperoxide absorbance; active means well fitted inhibition curve with a large enough effect; inconclusive means small, poorly fitted or top-dose-only effect, or another doubt; inactive means no such curve, though single readings can be large or run the other way
Target sequence (P18054 whole entry, looked up): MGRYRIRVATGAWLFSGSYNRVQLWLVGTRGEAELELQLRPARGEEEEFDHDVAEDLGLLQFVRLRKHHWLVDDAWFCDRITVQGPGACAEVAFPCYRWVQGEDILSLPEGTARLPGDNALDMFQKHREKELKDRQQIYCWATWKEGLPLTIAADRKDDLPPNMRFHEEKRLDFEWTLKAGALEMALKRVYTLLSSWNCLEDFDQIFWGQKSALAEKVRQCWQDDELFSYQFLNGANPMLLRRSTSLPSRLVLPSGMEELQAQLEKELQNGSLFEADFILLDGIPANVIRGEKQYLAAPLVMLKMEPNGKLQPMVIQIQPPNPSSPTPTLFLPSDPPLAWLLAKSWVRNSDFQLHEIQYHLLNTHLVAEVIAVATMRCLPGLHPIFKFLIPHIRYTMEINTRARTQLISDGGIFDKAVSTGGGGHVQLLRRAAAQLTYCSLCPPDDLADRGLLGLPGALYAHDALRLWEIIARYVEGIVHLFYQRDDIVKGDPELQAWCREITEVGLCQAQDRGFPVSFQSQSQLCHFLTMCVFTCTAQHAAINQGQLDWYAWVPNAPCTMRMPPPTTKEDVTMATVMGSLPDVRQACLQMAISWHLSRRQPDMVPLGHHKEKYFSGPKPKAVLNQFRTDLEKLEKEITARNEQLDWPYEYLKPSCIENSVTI
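Purified human 12hLO at 150 nM in 25 mM Hepes, 0.01% Triton X-100, pH 7.0, preincubated 15 min at room temperature with compound. Reaction started with 40 uM arachidonic acid, 30 min at room temperature. Hydroperoxide measured by Fe-xylenol orange, 573/405 nm absorbance ratio.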
* = called active by the depositor; ? = inconclusive; [ ] = another dose, or the depositor's remark. On the % scale 0 is the no-effect control and ±100 the full control effect; potency means the concentration at half of the fitted maximal effect.

12-LOX inh | Structure
45.9%[activator] | CC(C)CN1CCNC(=O)C1CC(=O)O (stereo not given)
? | CCOC(=O)c1[nH]c(C)c(/C(O)=C2\C(=O)C(=O)N(CCN(C)C)C2c2cccc(F)c2)c1C (stereo not given)
-2.7% | CC(C)CN1C(=O)c2cccn2CC1C(=O)NCCCN1CCc2ccccc2C1 (stereo not given)
? | CCCCCNC(=O)c1ccc(CN2C(=O)NC3(CCS(=O)(=O)CC3)C2=O)cc1
-45.9% | CC(C)CC#Cc1ccc2c(c1)O[C@H](CN(C)C(=O)Nc1ccccc1)[C@@H](C)CN([C@H](C)CO)S2(=O)=O
-10.3% | CN(Cc1ccccc1)C(=O)c1ccc2c(c1)CCCN2S(C)(=O)=O
31.1% | CCOc1cc(=O)n2c(c1C(=O)Nc1cc(Cl)ccc1OC)CCCC2
12.2% | COCCn1c(SCC(=O)Nc2ncc(Cl)cc2Cl)nc2ccccc21
? | C[C@@H]1CN([C@@H](C)CO)C(=O)c2cc(C#Cc3ccccc3)cnc2O[C@H]1CN(C)C(=O)c1ccccc1F
7.69µM* | CCC[C@H](NC(=O)C(C#N)=Cc1cccc(Br)n1)c1ccccc1
11.1% | CC(C)NC(=O)C1CCN(C(=O)c2ncn3c2COC(c2ccccc2)C3)CC1 (stereo not given)
45.0%[activator] | CCOc1ccc2c(C)c(-c3ccccc3)c(=O)oc2c1
20.5% | COc1cc(C)c(NC(=O)c2c(C)noc2C(C)C)cc1OC
27.0% | O=C(c1ccnc(-c2ccncc2)c1)N1CCCC1
? | CC(=O)N1Cc2ccccc2CC2(CCN(CC3CCCCC3)CC2)C1
9.7%[176 µM] | CN(Cc1ccc(F)cc1)C(=O)NC1CCCC1
6.7% | CC(C)C(NC(=O)c1ccccc1Cl)c1nc(-c2cccnc2)no1 (stereo not given)
14.4% | O=C(COc1ccc(F)c(Cl)c1)N1CCC(c2nc3ccccc3o2)CC1
56.3%[activator] | Cc1cc(C[C@@H]2COC[C@@H]2NC(=O)Cc2c(C)[nH]c3ccccc23)on1
29.8% | COc1cccc(CNC(=O)Cc2n[nH]c(=O)c3ccccc23)c1
11.9% | O=C(NCC1CC1)c1cn(C2CN(C(=O)NCCc3ccccc3)C2)nn1
-27.0% | COc1cccc(-c2cc(=O)n(-c3ccccc3OC)[nH]2)c1
? | O=C(CN1Cc2ccccc2C1=O)Nc1ccc(S(=O)(=O)N2CCCCCC2)cc1
7.08µM* | FC(F)(F)c1ccc(/C=N/Nc2ccc(Cl)cc2)cc1
? | CCc1ccc(-c2cc(C(=O)O)c3ccc(C)c(C)c3n2)cc1
4.2% | COCCNC(=O)[C@H]1C[C@H](Oc2ccccc2)CN1Cc1ccc2[nH]ccc2c1
68.7%[activator] | COc1cc(C(=O)NCc2c[nH]c3ncccc23)nc2ccccc12
-6.8%[176 µM] | CCCCOC(=O)C(C)OC(=O)CCC (stereo not given)
1.1% | NC(=O)CCN1CCN(S(=O)(=O)c2ccc(F)c(Cl)c2)CC1
48.0%[activator] | CCn1cc(CN2CCC(N3C(=O)C4(CCCCC4)C3c3ccncc3)CC2)cn1 (stereo not given)
33.3% | Cc1cccc(C)c1NC(=O)Cn1nc2n(c1=O)CCCC2
? | Cc1cc(SCC2CCCCO2)nc2ccccc12 (stereo not given)
30.6%[activator] | Cc1c(C(=O)NCC2(N3CCOCC3)CCCCC2)cnn1-c1nccc(-c2ccccc2F)n1
6.4% | COc1ccc(NC(=O)CCc2nc(-c3ccc(C)n(C(C)C)c3=O)no2)c(OC)c1
44.4% | COCCn1ncc(N2CCC(NC(=O)c3ccccc3OC)CC2)cc1=O
-5.8% | O=C(COc1ccc(F)c(Cl)c1)N[C@H]1C[C@@H]2OCC[C@H]12
? | COc1cc2c(cc1OC)-c1c(c(C(=O)NCCN3CCOCC3)nn1-c1cccc(Cl)c1)C2
5.3% | COCCCNC(=O)Nc1ccc2nc(N3CCOCC3)cc(C)c2c1
? | CCCNC(C(=O)O)C(C)C (stereo not given)
-3.5% | O=C(NCCCCCCNC(=O)C1CC1)C1CC1
2.5%[176 µM] | COc1ccccc1CC(=O)N1CCCc2ncc(C(=O)N3CCN(CCO)CC3)cc21
57.4%[activator] | O=C(Cc1ccc(-c2ccccc2)cc1)N1CC(COc2ccccc2)C2(C1)CN(C(=O)c1cn[nH]c1)C2 (stereo not given)
-31.3% | CSc1ccc(NC(=O)c2ccc3c(c2)CCC3)cc1
39.3%[activator] | CNC(=O)[C@@H]1CN(Cc2ccccc2C(F)(F)F)C[C@H]1CO
22.1% | CCn1cc(S(=O)(=O)N2CCC(Oc3ccc(-c4noc(COC)n4)cc3)C2)cn1 (stereo not given)
-6.9% | O=C(CSc1cnc2ccccc2n1)OCc1ccccc1
-9.7% | Cc1ccc(C(=O)N(C)C2CCCCC2)cc1I
1.8% | COc1ccc(CNC(=O)C2CCCN2C(=O)Nc2cccc(Cl)c2)cc1 (stereo not given)
39.5%[activator] | CCC(=O)N1CCC2(CC1)CC(N(CC)CC)CCO2 (stereo not given)
-10.1% | CCCCCn1cnc2c1c(=O)[nH]c(=O)n2CCCC
13.3% | COCc1[nH]nc2c1C(c1ccccc1)N(c1ccccc1)C2=O (stereo not given)
20.8% | CCC(=O)Nc1cc2c(cc1OC)C(c1ncnn1CC)CC(=O)N2 (stereo not given)
? | C=CCn1c(SCc2nc3ccccc3o2)nnc1-c1ccccc1
54.0%[activator] | CSC(C)C(=O)N(C)Cc1ccsc1 (stereo not given)
10.8% | N#Cc1cccc(C(=O)NC2CCN(c3cc(-c4ccc(F)cc4)[nH]n3)CC2)c1
34.6%[activator] | CNC(=O)N1CCC(C2CCN(C(=O)c3ccc(Br)cc3)C2)CC1 (stereo not given)
-28.4% | CSc1ccccc1NC(=O)CC1CC2CCC1C2 (stereo not given)
15.2%[176 µM] | NC(=O)c1cccc(-c2cc3c(cn2)CN(Cc2ccccc2)CCN3)c1
12.9% | CC(C)(C)NC(=O)COc1ncnc2ccc(Br)cc12
26.2%[176 µM] | c1csc(CN2CC[C@H](c3nc4ccccc4[nH]3)C2)c1

Continued; it opens with the seven that closed the last part.
12-LOX inh | Structure
54.0%[activator] | CSC(C)C(=O)N(C)Cc1ccsc1 (stereo not given)
10.8% | N#Cc1cccc(C(=O)NC2CCN(c3cc(-c4ccc(F)cc4)[nH]n3)CC2)c1
34.6%[activator] | CNC(=O)N1CCC(C2CCN(C(=O)c3ccc(Br)cc3)C2)CC1 (stereo not given)
-28.4% | CSc1ccccc1NC(=O)CC1CC2CCC1C2 (stereo not given)
15.2%[176 µM] | NC(=O)c1cccc(-c2cc3c(cn2)CN(Cc2ccccc2)CCN3)c1
12.9% | CC(C)(C)NC(=O)COc1ncnc2ccc(Br)cc12
26.2%[176 µM] | c1csc(CN2CC[C@H](c3nc4ccccc4[nH]3)C2)c1
? | COC(=O)[C@]1(Sc2ccc(OC)cc2)CC(=O)N[C@@H]1c1ccccc1
3.5%[6.33 µM] | O=[S+]([O-])(C1CC1)N1C2CCC1CN(c1ccc(C(F)(F)F)cc1)C2
11.3% | O=C(Cc1ccccc1)N1CC(c2nnc(-c3ccncc3)o2)C2(CCOCC2)C1 (stereo not given)
0.0% | COCCN1CCCC2(CCN(C(=O)c3cc(C)[nH]n3)C2)C1=O (stereo not given)
-20.0% | COc1ccc(-c2noc(-c3cccn3CC(=O)Nc3c(C)cccc3Cl)n2)cc1F
? | FC(F)(F)c1ccc(Cl)c(N/N=C/c2ccc(Cl)cc2)c1
4.1%[176 µM] | COc1ccc(-c2cc(C[C@H]3CNCC[C@H]3CC(=O)NCc3cccnc3)no2)cc1
? | Cc1cnc(NC(=O)c2cc(F)ccc2F)s1
26.1%[176 µM] | NC(=O)CNC(=O)C1=C[C@@H](NC(=O)Nc2ccccc2Br)[C@@H](O)[C@H](O)C1
-24.4%[176 µM] | C#CCN(C)CC[C@@H]1CC[C@H](O)[C@@H](C(=O)NC(C)C)O1
? | COc1ncc(-c2ccc(N3C(c4ccsc4)=Cc4ccccc4C3CC(C)=O)cc2)cn1 (stereo not given)
48.5%[activator] | COCc1ccc(C(=O)NCc2cc(C)cc3c(C)c(C)[nH]c23)o1
2.7%[6.33 µM] | COc1ccc(C(=O)N2CCC3(C2)C(=O)N(c2ccccc2)c2ccccc23)cc1 (stereo not given)
17.4% | O=C(CSc1nnc(-c2ccncc2)n1-c1ccc(Br)cc1)Nc1ccc(F)cc1
22.8% | CC(C)C[C@H](NC(=O)c1ccc2nc(-n3cccc3)sc2c1)C(=O)NCc1ccncc1
11.9% | Cc1cc(C(=O)OCC(=O)Nc2ccccc2C(C)C)c2ccccc2n1
31.6µM* | CCCCCCOc1ccc(C(=O)CCN(C)C)cc1
? | O=C(Nc1ccc(Cl)c(C(F)(F)F)c1)C1Cc2c(-c3ccccc3)ccnc2O1 (stereo not given)
? | O=c1oc2ccc(Br)cc2cc1S(=O)(=O)N1CCc2ccccc2C1
10.6% | CC(=O)Nc1ccc(NC(=O)c2cc(-c3ccc(F)cc3C)n[nH]2)cc1
? | O=C(NC1CCCCC1)c1cccc(NC(=O)c2ccccc2Cl)c1
58.8%[activator] | O=C(Nc1ccc(F)cc1Cl)c1cc2n(n1)CC(c1ccc3c(c1)OCO3)OC2 (stereo not given)
13.5% | c1coc(CN[C@H]2CO[C@H]3[C@@H]2OC[C@@H]3n2nnnc2Oc2ccc(-n3ccnc3)cc2)c1
11.5% | O=C(c1cccs1)N1CCC2(CC1)NC(=O)N(Cc1ccccc1)C2=O
-10.6% | NS(=O)(=O)c1cccc(NC(=O)CSc2nnc(NC3CC3)s2)c1
-24.0% | CCOC(=O)[C@]12CCCC=C1N(Cc1ccccc1)C(=O)[C@H](CC(=O)NCC13CC4CC(CC(C4)C1)C3)C2
? | Cc1cccn2c(=O)c3cc(C(=O)N4CCC(C)CC4)sc3nc12
? | O=C(Nc1ccc(Cl)cc1)N1CCn2c(nn(-c3ccc(C(F)(F)F)cc3)c2=O)C1
45.8%[activator][176 µM] | Cc1noc2c(NCc3cnccn3)cc(-c3ccccc3)nc12
12.6% | O=C(C1CCCC1)N1CCC(Oc2cccnc2)C1 (stereo not given)

12-LOX inh: what is marked active above
12-LOX inh | Structure
7.69µM* | CCC[C@H](NC(=O)C(C#N)=Cc1cccc(Br)n1)c1ccccc1
7.08µM* | FC(F)(F)c1ccc(/C=N/Nc2ccc(Cl)cc2)cc1
31.6µM* | CCCCCCOc1ccc(C(=O)CCN(C)C)cc1

Additional entries follow:
12-LOX inh | Structure
-13.5% | COc1cccc(COC(=O)c2ccccc2C(=O)c2ccccc2)c1
17.1% | Cc1ccccc1C(=O)N1CCN(c2cc(-c3ccc(Cl)cc3)[nH]n2)CC1
-0.5% | OC(c1ccc(Cl)cc1)c1ncc(-c2cccc(F)c2)[nH]1 (stereo not given)
? | Cc1ccn2cc(-c3ccc(NC(=O)CCc4ccccc4)cc3)nc2n1
5.3% | Cc1cc(F)cc(-c2cc(C(=O)NCc3ccc(C(F)(F)F)cc3)[nH]n2)c1
18.2% | O=C(NCc1ccc(F)cc1)C1COC2(CCCCC2)N1C(=O)c1ccccc1 (stereo not given)
8.0% | CN(C/C=C/c1ccccc1)c1cc(C2CC(O)C2)nc(N)n1 (stereo not given)
0.0%[12.5 µM] | O=C(C1CCCC1)N1CC2(CCN(Cc3ccccn3)CC2)Cc2ccccc21
-2.4% | COC(=O)c1c(C)[nH]c(C(=O)CSc2nncs2)c1C
? | CCCOCCNC(=O)c1c(C)noc1-c1ccc2c(c1)OCO2
24.3% | CN1CC(=O)N2CCN(C(=O)Cn3nnc4ccccc4c3=O)CC2C1=O (stereo not given)
39.0%[activator] | O=C(NC1CCOC2(CCOCC2)C1)c1ccc(-c2cnco2)cc1 (stereo not given)
4.8% | CCN1C(=O)CCc2cc(NC(=O)c3ccc(OC(F)(F)F)cc3)ccc21
-17.2% | Cc1nc2scc(CC(=O)NC3CCCCC3)n2c(=O)c1-c1cc(C)n(-c2ccccc2F)n1
8.0% | CCc1cccc2c(C(CC(=O)N3CCC(C)CC3)c3cccc(C)c3)c[nH]c12 (stereo not given)
13.9% | COc1ccc(CCC(=O)N(CC#N)C2CC2)cc1
1.2%[176 µM] | CC(C)(C)c1ccc(-c2cc(C[C@H]3CNCC[C@H]3CC(=O)N3CCOCC3)no2)cc1
-6.6% | Cc1ccccc1OCc1nc(-c2ccccc2OCC(=O)N2CCC(C)CC2)no1
-0.1% | COC(=O)Cc1ccc(OC2(C)CCN(Cc3ccccc3)C2)cc1 (stereo not given)
0.0% | O=C(Nc1ccc(F)cc1F)N1CCC(Oc2ncccc2C(=O)N2CCOCC2)C1 (stereo not given)
-11.7% | O=S(=O)(Nc1nc2ccccc2nc1Nc1cccc(Cl)c1)c1ccc(F)cc1
-2.8%[176 µM] | COc1ccc(-c2cnc([C@@H]3COCCN3C3CCCCC3)[nH]2)cc1
? | Cc1ccc2oc(C(=O)N(C)CC(=O)Nc3ccc(Br)cc3C)cc(=O)c2c1
? | NC(=O)C1CCN(Cc2ccc(C(F)(F)F)cc2)CC1
? | COc1ccc(Cc2c(-c3ccco3)nc3ccc(Cl)cn23)c(C)c1
5.2% | CSCCC(c1nc2ccccc2[nH]1)n1c(-c2cc(C(F)(F)F)cc(C(F)(F)F)c2)nc2ccccc21 (stereo not given)
8.5% | COc1ccc(OCCOC(=O)Cc2coc3cc(C)c(C)cc23)cc1

Not all compounds are listed; the hit share may differ from the screen's.
